PriA SSB inh: blocks PriA binding to SSB C-terminal tail; AlphaScreen SSBct-PriA binding, biotinylated peptide; inhibition, % at 33 µM; 0.6% of 430,000 active; AID 1272365; in the data active = inhibition mostly above about 37%, no sharp cut-off; inactive = mostly below about 20%;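 note: plate controls were negative control peptide for no effect and reference peptide for full effect; strong numbers were not always called active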
Numbers without * were called inactive; & = joins results of further samples. These rows are one share of the data; count on the stated rates, not on these rows.

Screening O=C(CCc1ccccc1)NCCn1ncc2c(N3CCN(c4ncccn4)CC3)ncnc21 returned PriA SSB inh 0.
O=C(Cc1cccnc1)N1C2C=CCC1CC2 (configuration not stated) was read as PriA SSB inh -13.
Screening COC(=O)c1ccc(OC(=O)c2nc(SC)ncc2Cl)cc1 returned PriA SSB inh -17.
Cc1ccnc(Nc2cc(NCCNC(=O)C3CCN(S(C)(=O)=O)CC3)nc(C)n2)c1 was read as PriA SSB inh -22.
Screening COc1ccc(C(F)(F)F)cc1NC(=O)C1CCCN(c2ccc(-c3ccco3)nn2)C1 (configuration not stated) returned PriA SSB inh 11.
Screening COc1ccccc1C1(C#N)CCOCC1 returned PriA SSB inh 0.
For O=C(Cn1nc(-n2ccc3ccccc32)ccc1=O)Nc1nc(-c2ccccn2)cs1 the results were PriA SSB inh -2.
Screening Cc1nc(-c2ccccc2F)sc1C(=O)O returned PriA SSB inh -15.
Screening O=C(Cn1cnc2ccccc21)N1CC(c2nc(-c3cccs3)no2)C1 returned PriA SSB inh -6.
Screening CC(=O)Nc1ccc(CC(=O)N2CC(S(=O)(=O)C3CCCCC3)C2)cc1 returned PriA SSB inh 6.
CC1(C)CC(=O)c2c(nc3sc(C(=O)Nc4cccc(-c5nc6ccccc6s5)c4)c(N)c3c2-c2ccccc2)C1 was read as PriA SSB inh -10&-3.
For CSc1nnc(CNC(=O)c2cccc3ccccc23)n1-c1cccc(Cl)c1 the results were PriA SSB inh 9.
Screening CCOC(=O)c1cn[nH]c1S(=O)(=O)N1CCN(c2ccc(C)cc2C)CC1 returned PriA SSB inh -15.
For COc1cc(S(=O)(=O)NCCc2c(C)[nH]c3ccc(F)cc23)c(C)cc1C the results were PriA SSB inh 29.
For O=C(CNC(=O)C(c1ccccc1)c1ccccc1)N/N=C/c1cccc(O)c1 the results were PriA SSB inh inactive.
`O=C(Cn1nc2ccc(SCc3ccc(Cl)cc3)nn2c1=O)NCc1ccc2c(c1)OCO2` gave PriA SSB inh -19&-6.
For COCC(=O)Nc1ccc(Nc2ccc(-n3cccn3)nn2)cc1 the results were PriA SSB inh 83*.
Cc1ccc(-c2ccc(=O)n(CCCC(=O)N3CCc4ccccc43)n2)cc1 was read as PriA SSB inh -6.
`N#Cc1ncccn1` gave PriA SSB inh -16.
Screening COC(=O)CC(C(=O)Nc1ccc(C)cc1Br)N1CCN(C)CC1 (configuration not stated) returned PriA SSB inh -9.
Screening CCOC(=O)N1CCC(NC(=O)Cc2csc(NC(=O)OC)n2)CC1 returned PriA SSB inh -2.
Screening COc1cn2c(cc1=O)C(=O)N(CCNC(=O)c1ccc([N+](=O)[O-])o1)CC2 returned PriA SSB inh -13.
`O=C(NCCCN1CCN(c2ccccc2)CC1)c1cc2ccccc2oc1=O` gave PriA SSB inh -16.
Screening N=C1SCC(=O)N1N=Cc1ccccc1 returned PriA SSB inh -11.
COc1ccc(NC(=O)C2C(C=C(Cl)Cl)C2(C)C)cc1 (configuration not stated) was read as PriA SSB inh -5.
For COc1cccc(-c2cc(C(=O)N3CCCN(CCn4cccn4)CC3)[nH]n2)c1 the results were PriA SSB inh 1.
For O=C(CSc1nnc2ccc(-c3cccc([N+](=O)[O-])c3)nn12)Nc1ccc2c(c1)OCO2 the results were PriA SSB inh 9.
For O=C(NCCNc1ccc(-n2cccc2)nn1)c1ccco1 the results were PriA SSB inh 13.
`Cc1cc(N2CCC(NC(=O)c3ccccc3OC(F)(F)F)CC2)n[nH]1` gave PriA SSB inh -24.
CCOC(=O)c1oc2ccccc2c1NC(=O)c1cc2cccc(OC)c2o1 was read as PriA SSB inh -5.
C/C(C=NNC(=O)C(O)c1ccccc1)=C\c1ccccc1 (configuration not stated) was read as PriA SSB inh -3.
CCCC(=O)Nc1ccc(S(=O)(=O)NCCn2nc(-c3ccc(OC)cc3)ccc2=O)cc1 was read as PriA SSB inh -6.
`O=C(NCC1CCS(=O)(=O)C1)C1CC(=O)N(c2ccc(F)cc2)C1` (configuration not stated) gave PriA SSB inh -11.
O=C(c1ccoc1)N1CCC(N2CCCC2=O)CC1 was read as PriA SSB inh 5.
`O=C(Cn1cnc(-c2ccccc2)cc1=O)Nc1cc(Cl)ccc1O` gave PriA SSB inh -6.
NC(=O)Cn1nnn(-c2ccc(NC(=O)c3ccc4nsnc4c3)cc2)c1=O was read as PriA SSB inh -8.

Retrieved by compound from the list above:
NC(=O)Cn1nnn(-c2ccc(NC(=O)c3ccc4nsnc4c3)cc2)c1=O was read as PriA SSB inh -8.
CCOC(=O)c1oc2ccccc2c1NC(=O)c1cc2cccc(OC)c2o1 was read as PriA SSB inh -5.
For COc1cccc(-c2cc(C(=O)N3CCCN(CCn4cccn4)CC3)[nH]n2)c1 the results were PriA SSB inh 1.

Remaining list, next part.
C=CCN[C@@H](CC(=O)Nc1cc(C)ccc1O)C(=O)O was read as PriA SSB inh -6.
For Clc1ccc(-c2csc3nnc(SCc4ccc5c(c4)OCCO5)n23)cc1 the results were PriA SSB inh 10.
`CCn1nccc1C(=O)Nc1ccc(Cl)cc1` gave PriA SSB inh -8.
Screening C(=Nc1nccs1)c1cccnc1 returned PriA SSB inh 0.
For N#Cc1cccc(C(=O)N2CCN(C(=O)[C@H]3C[C@@H]3c3ccc(F)cc3)CC2)c1 the results were PriA SSB inh -15.
Screening O=C(Nc1c[nH]c(=O)[nH]c1=O)c1ccc(-n2cncn2)nn1 returned PriA SSB inh 1.
`CCc1ccc(NC(=O)CSC2=C(C#N)C(c3ccc(C(C)C)cc3)CC(=O)N2)cc1` (configuration not stated) gave PriA SSB inh -8.
`COc1cccc(-c2nc(COC(=O)c3nnn(-c4ccc(Cl)cc4)c3C)c(C)o2)c1OC` gave PriA SSB inh 5.
Screening COc1cccc(C(=O)NC[C@@H](c2cn(C)c3ccccc23)N(C)C)c1OC returned PriA SSB inh -4.
For CC(=O)NC(=Nc1nc(C)cc(C)n1)Nc1cccc(C)c1 the results were PriA SSB inh -3.
O=C(NN=Cc1cccnc1)c1ccccc1O was read as PriA SSB inh -8.
Cc1noc(C)c1CCC(=O)N1CCN(c2ccc(-n3cncn3)nn2)CC1 was read as PriA SSB inh -3.

Four compounds from above, sorted by heavy-atom count, falling:
`COc1cccc(-c2nc(COC(=O)c3nnn(-c4ccc(Cl)cc4)c3C)c(C)o2)c1OC` gave PriA SSB inh 5.
For Clc1ccc(-c2csc3nnc(SCc4ccc5c(c4)OCCO5)n23)cc1 the results were PriA SSB inh 10.
O=C(NN=Cc1cccnc1)c1ccccc1O was read as PriA SSB inh -8.
Screening C(=Nc1nccs1)c1cccnc1 returned PriA SSB inh 0.

Structures shown so far with an NH in an aromatic ring, in the order listed:
Screening CCOC(=O)c1cn[nH]c1S(=O)(=O)N1CCN(c2ccc(C)cc2C)CC1 returned PriA SSB inh -15.
For COc1cc(S(=O)(=O)NCCc2c(C)[nH]c3ccc(F)cc23)c(C)cc1C the results were PriA SSB inh 29.
For COc1cccc(-c2cc(C(=O)N3CCCN(CCn4cccn4)CC3)[nH]n2)c1 the results were PriA SSB inh 1.
`Cc1cc(N2CCC(NC(=O)c3ccccc3OC(F)(F)F)CC2)n[nH]1` gave PriA SSB inh -24.
Screening O=C(Nc1c[nH]c(=O)[nH]c1=O)c1ccc(-n2cncn2)nn1 returned PriA SSB inh 1.

Next section:
`C=CCOc1c(Br)cc(C=NNC(N)=O)cc1OC` gave PriA SSB inh -2.
For COc1ccc(S(=O)(=O)Nc2ccc3c(c2)CN(C(=O)c2ccco2)CC3)cc1F the results were PriA SSB inh 8.
`NC(=O)CSc1nccn1-c1cccc(C(F)(F)F)c1` gave PriA SSB inh -2.
`O=C(/C=C/c1cccs1)Nc1nc(-c2ccccn2)cs1` gave PriA SSB inh 66*.
O=C(CSC1CCCC1)N1CCC(S(=O)(=O)c2ccc(Cl)cc2)C1 (configuration not stated) was read as PriA SSB inh -9.
`CC(=O)NC1C(Oc2ccc(C(=O)/C=C/c3ccco3)cc2)OC(COC(C)=O)C(OC(C)=O)C1OC(C)=O` (configuration not stated) gave PriA SSB inh -6.
Cc1ccsc1[C@@H](O)CNS(=O)(=O)c1ccc(Cl)s1 was read as PriA SSB inh -9.
Screening O=C(Nc1ccc2c(c1)OCO2)Nc1ccn2nccc2c1 returned PriA SSB inh -16.
`Cc1ccc(S(=O)(=O)N(C[C@H](O)Cn2c3ccccc3c3ccccc32)c2ccc3ccccc3c2)cc1` gave PriA SSB inh -18.
O=C1/C(=C/c2ccc(F)cc2)Oc2c1ccc1c2CN(C[C@H]2CCCO2)CO1 was read as PriA SSB inh -5.
Oc1ccc(Br)c2cccnc12 was read as PriA SSB inh 52.
Screening Cc1cc(C)c(C#N)c(SCC(=O)Nc2nc(-c3ccccc3)ns2)n1 returned PriA SSB inh -4.
Screening CN(C)c1cc(N2CCN(C(=O)c3cccs3)CC2)cnn1 returned PriA SSB inh -5.
Cc1ccc(NC(=S)NN=Cc2ccc([N+](=O)[O-])s2)cc1 was read as PriA SSB inh 62*.
`COC(=O)NC(=O)c1c(NC(=O)C(c2ccccc2)c2ccccc2)sc(C)c1C` gave PriA SSB inh 2.
Screening COc1ccc(CC(=O)NCC(=O)N2CCO[C@H](c3ccccc3)C2)cc1OC returned PriA SSB inh -3.
COc1ccccc1OCC(=O)NCCN1CCN(c2ccccc2F)CC1 was read as PriA SSB inh -8.
For N#Cc1cc(F)ccc1NC(=O)C1CC(=O)Nc2nc3ccccc3n21 (configuration not stated) the results were PriA SSB inh 7.
Screening CCOC(=O)N1CCC(NC(=O)c2ccc3nc(-c4ccc(C)cc4)cc(OCC)c3c2)CC1 returned PriA SSB inh -5.
CCOc1ccc(NS(=O)(=O)c2ccc(NC(=O)c3ccco3)cc2)cc1 was read as PriA SSB inh 0.
For CCc1ccccc1NC(=O)N1CCN(c2ccc(-c3ccc4c(c3)OCO4)nn2)CC1 the results were PriA SSB inh 15.
`COc1ccc(SCC2CCN(C(=O)c3ccc4c(c3)OCO4)CC2)cc1` gave PriA SSB inh 6.
`O=C1NCCN1C(=O)N1CCCCC(c2ccc(F)cc2)C1` (configuration not stated) gave PriA SSB inh 0.
Screening O=[N+]([O-])c1ccc(C=NN2CCCCC2)cc1 returned PriA SSB inh 2.
For O=C(Nc1ccc(-c2ccc(NC(=O)c3ccc(Oc4ccccc4)cc3)cc2)cc1)c1ccc(Oc2ccccc2)cc1 the results were PriA SSB inh -22&-8.
Screening Cn1nc2c(c1NC(=O)Cc1ccc3c(c1)OCO3)CCC2 returned PriA SSB inh -5.
For Nc1nc2c(cc3c4c(cccc42)CC3)s1 the results were PriA SSB inh 3.
Screening COc1ccccc1C(=O)NCc1cc(C2CC2)n(C2CCCC2)n1 returned PriA SSB inh -2.
`Cc1cc(=O)n(CC(=O)NC2CCCCC2)cn1` gave PriA SSB inh -22.
For CC12CC3(C)CC(C)(C1)CC(c1ccc(Br)c(Br)c1)(C2)C3 the results were PriA SSB inh -17.
`Cc1cc(C)n(-c2nc(CCNC(=O)c3cn(C)nn3)cs2)n1` gave PriA SSB inh -14.
`Cc1cc(C)c2nc(C)cc(NN=Cc3ccc(O)cc3)c2c1` gave PriA SSB inh 32.
`CC(C)(C)C(=O)NCCNc1ccc(-n2cccc2)nn1` gave PriA SSB inh 6.
`Cc1ccc(-n2c(C)nc3ccc(NC(=O)C4CC4)cc3c2=O)cc1` gave PriA SSB inh 4.
Screening CSc1cccc(NC(=O)Cn2cnc3c(-c4ccc(Cl)cc4)csc3c2=O)c1 returned PriA SSB inh -19&10.
For O=C(Cc1ccccc1Cl)N1CCC(CSc2ccccn2)CC1 the results were PriA SSB inh 3.
For COc1ccc(CC(=O)Nc2c(C)nc3sc(C)c(C)n3c2=O)cc1OC the results were PriA SSB inh 2.
Screening COc1cccc(CNC(=O)Nc2c[nH]c3ccccc23)c1 returned PriA SSB inh 17.
Screening O=C(O)c1cccc(NC(=O)N2C[C@H]3C[C@H](C2)c2cccc(=O)n2C3)c1 returned PriA SSB inh 0.
`CC(C)N(C(=O)Cn1cc(S(=O)(=O)CC(=O)NCc2ccccc2Cl)c2ccccc21)C(C)C` gave PriA SSB inh -6.
Screening Cc1ccc(-c2ccc(N3CCN(S(=O)(=O)c4ccc(Cl)cc4)CC3)nn2)cc1 returned PriA SSB inh 4.
`COCC(=O)Nc1ccc2c(c1)N(C)C(=O)C(C)(C)CO2` gave PriA SSB inh 8.
For Cc1ccc(NC(=O)/C=C/c2cccs2)cc1 the results were PriA SSB inh 8.
Screening CCCCCS(CC1CC1(Cl)Cl)=NS(=O)(=O)c1ccc(C)cc1 (configuration not stated) returned PriA SSB inh -6.
For C=CCN1C(=O)C(C)(C)COc2cc(NS(=O)(=O)c3cc(Cl)ccc3OC)ccc21 the results were PriA SSB inh -4&0.
Screening Cc1ccc(SCCCNC(=O)Nc2ncccn2)cc1 returned PriA SSB inh -14.
CCOC(=O)c1sc(NC(=O)Cc2ccc(SC)cc2)nc1-c1ccccc1 was read as PriA SSB inh 0.
For NCCOc1ccc(-c2ccccn2)nn1 the results were PriA SSB inh 154*.

In the list so far, these contain a COOH group:
Screening Cc1nc(-c2ccccc2F)sc1C(=O)O returned PriA SSB inh -15.
C=CCN[C@@H](CC(=O)Nc1cc(C)ccc1O)C(=O)O was read as PriA SSB inh -6.
Screening O=C(O)c1cccc(NC(=O)N2C[C@H]3C[C@H](C2)c2cccc(=O)n2C3)c1 returned PriA SSB inh 0.

More structures
`O=C(N[C@H](c1cccnc1)C1CCOCC1)c1c[nH]c2ccccc12` gave PriA SSB inh -12.
`CC1CCCCC1NC(=O)C1CCN(C(=O)N(C)C)CC1` (configuration not stated) gave PriA SSB inh -6.
`Nc1nc(Cl)cc(Nc2ccc(C(=O)O)cc2)n1` gave PriA SSB inh -1.
`O=C(COc1ccc(Cl)cc1)NCCCN1CCN(c2ccccc2)CC1` gave PriA SSB inh -14.
`CN1CCCc2cc(CCNC(=O)c3ccc(Br)cc3)ccc21` gave PriA SSB inh -16&18.

High-throughput results deposited in PubChem BioAssay by Small Molecule Screening Facility, UW Madison.
